# HSF1 inh: HSF1 inhibitors in luciferase reporter cells, primary screen, cell-based, NIH3T3, luminescence | NIH3T3-HGL HSE-luciferase, MG132-induced, luminescence 8 h; stronger effect = lower value | activity change, negative = inhibition, % at 7.5 µM (by protocol) | hit rate 0.77% among 300,000 | AID 2098, 2009;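 active = more than half of replicate wells show activity change below -50%, luminescence cut by over half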;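 note: luciferase reports HSF-1 transcriptional activity via heat shock element; 0% = median of DMSO wells and -100% = zero luminescence signal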
# HSF1 activator: HSF-1 activators, primary screen, NIH3T3-HGL cells, MG132 stress, luminescence, single point | activation, % at 9 µM | NIH3T3-HGL HSF-1 luciferase reporter, 8 h; 100% = twice DMSO control signal | hit rate 1.7% among 300,000 | AID 504408, 2011;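 active = mean replicate activation of at least 50% with a set share of replicates each reaching 50%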;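 note: 0% = median of the neutral control wells and 100% = twice that signal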
# HIF act: HIF pathway transcriptional activators, primary screen, cell-based, U2OS HRE-luciferase, luminescence | U2OS HRE-luciferase reporter; normalized: DMSO 0%, desferrioxamine 100% | activation, % at 7.5 µM (by protocol) | hit rate 0.32% among 300,000 | AID 1910, 2009;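 active = mean activation of at least 10% of the iron chelator positive control signal, with at least half of replicates also reaching 10%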
# aSyn UTR inh: MLPCN primary screen, SNCA 5' untranslated region; inhibition, % (tested at 7.5 µM); alpha-synuclein 5'UTR reporter, inhibitor activity; hit rate 0.82% among 300,000; AID 1813, 2009; in the data active = inhibition above about 60%;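 note: H4 neuroglioblastoma cells stably carrying SNCA 5'UTR luciferase fusion; 0% = DMSO wells and 100% = positive control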
# HSP90 refold inh: HSP90 inhibitors, primary screen, cell lysate, luminescence. Rabbit reticulocyte lysate, luciferase refolding luminescence, 3 h. hit rate 0.91% among 290,000. Heat shock protein HSP 90 (rabbit reticulocyte lysate; luciferase refolding). inhibition, % at 5.6 µM. AID 1789, 2009;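 active = inhibition above the screen-wide mean plus 3 SD, computed separately per campaign, cut at about 16% in these data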;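 note: 0% = DMSO wells and 100% = 60 µM geldanamycin wells; inhibitors lower the luminescence because luciferase stays unfolded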
# IEC-6 cytotox: cytotoxicity in IEC-6 intestinal epithelial cells, primary screen, cytotoxicity control for KLF5 inhibitor project, cell-based, luminescence; AID 1825, 2009; IEC-6 cytotoxicity, luminescence viability; hit rate 0.78% among 290,000; inhibition, % at 5 µM; in the data active = inhibition above about 22%;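 note: 0% = plate median of test compound wells and 100% = cytotoxic reference compound wells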
# AI-2 QS mod: Vibrio harveyi AI-2 quorum sensing modulators, primary screen, JMH597 strain, luminescence/OD600 ratio. Vibrio harveyi JMH597 AI-2 luminescence/OD600 ratio, 9 h; stronger effect = lower value; strain lacks LuxN and CqsS sensors; 0 = neutral-control median. activity change, % at 7.5 µM. hit rate 0.4% among 300,000; in the data active = activity change below about -75%, passing the limit was not always enough;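 note: luminescence divided by OD600 gain over 9 h not by final OD600 alone; inactives centre near 13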
# GSK3B inh: human GSK3beta kinase inhibitors, primary screen, biochemical, cell-free homogeneous, HTS. GST-GSK3beta kinase, ADP-Glo luminescence, 60 min; stronger effect = lower value. activity score (negative = inhibition), % at 10 µM. hit rate 0.038% among 300,000. AID 2097, 2009;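 active = more than half of replicate wells score below -50%, meaning over 50% inhibition versus plate controls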;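 note: 0% = median DMSO wells and -100% = median GW8510 positive control wells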
# Target sequence (P49841 whole entry, looked up): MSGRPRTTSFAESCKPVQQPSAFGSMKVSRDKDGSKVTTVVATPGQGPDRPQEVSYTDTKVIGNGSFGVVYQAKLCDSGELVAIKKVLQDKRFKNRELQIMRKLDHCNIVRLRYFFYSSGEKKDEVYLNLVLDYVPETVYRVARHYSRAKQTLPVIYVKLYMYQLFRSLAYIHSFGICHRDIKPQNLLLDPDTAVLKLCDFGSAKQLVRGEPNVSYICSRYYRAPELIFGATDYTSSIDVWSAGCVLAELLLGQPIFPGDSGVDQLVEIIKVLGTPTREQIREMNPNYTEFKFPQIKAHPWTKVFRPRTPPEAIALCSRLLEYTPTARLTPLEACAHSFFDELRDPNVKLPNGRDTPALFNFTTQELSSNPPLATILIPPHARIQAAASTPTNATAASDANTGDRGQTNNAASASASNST
#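 Test system: GST-tagged human GSK3beta kinase, cell-free; evaluation: activity score scaled between in-plate DMSO and GW8510 controls; measured by: ADP-Glo luminescence; incubation: 60 min reaction, RT; benchmarks: DMSO and 20 µM GW8510; reagent: peptide substrate plus 25 µM ATP (final); medium: Tris/MgCl2 kinase buffer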
# KLF5 inhibitor: KLF5 expression inhibitors, primary screen, DLD-1 cells, luminescence; hit rate 0.23% among 290,000; DLD-1 KLF5 promoter-luciferase reporter; inhibition, % at 5 µM;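 active = inhibition above a per-plate limit of that plate's mean compound inhibition plus 3 SD, cut at about 60% in these data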;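 note: 0% = DMSO wells and 100% = LY294002 at 200 µM; higher means less KLF5 promoter-driven luciferase light; inactives centre near -14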
# GSK3A inh: blockers of GSK3A enzyme activity – biochemical, luminescence, cell-free homogeneous, HTS, primary screen; Glycogen synthase kinase-3 alpha (Homo sapiens), P49840; GSK-3 alpha kinase, ADP-Glo luminescence, 60 min; inhibition, % at 10 µM; hit rate 0.1% among 320,000;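 in the data active = inhibition above about 50%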;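 note: GST-tagged GSK-3 alpha with peptide substrate and 25 µM ATP; 0% = DMSO neutral wells and 100% = GW8510 positive control wells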
# Target sequence (P49840 whole entry, looked up): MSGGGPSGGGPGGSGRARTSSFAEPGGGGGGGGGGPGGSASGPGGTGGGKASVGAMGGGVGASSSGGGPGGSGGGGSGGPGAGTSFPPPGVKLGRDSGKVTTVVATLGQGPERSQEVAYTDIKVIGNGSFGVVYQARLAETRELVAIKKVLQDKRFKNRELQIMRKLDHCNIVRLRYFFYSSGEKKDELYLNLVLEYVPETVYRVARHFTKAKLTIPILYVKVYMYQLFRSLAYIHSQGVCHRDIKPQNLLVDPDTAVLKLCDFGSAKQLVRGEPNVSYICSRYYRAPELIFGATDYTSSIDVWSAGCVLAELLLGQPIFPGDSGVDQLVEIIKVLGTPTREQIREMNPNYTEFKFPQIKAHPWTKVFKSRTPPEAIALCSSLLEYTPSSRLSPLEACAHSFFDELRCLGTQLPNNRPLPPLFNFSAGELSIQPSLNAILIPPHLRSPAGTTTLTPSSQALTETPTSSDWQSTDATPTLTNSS
# Starred values were filed as active, the others as inactive; nt = no result given. Compounds as they come (roughly 4.7% active in at least one column).
SMILES,HSF1 inh,HSF1 activator,HIF act,aSyn UTR inh,HSP90 refold inh,IEC-6 cytotox,AI-2 QS mod,GSK3B inh,KLF5 inhibitor,GSK3A inh
Cn1cnc([N+](=O)[O-])c1NCc1ccccc1,-3,-18,-0.1,0,-1,-1,-2,1,2,0
O=C(Cn1nnc2ccccc21)OCC(=O)c1ccc(F)cc1,nt,nt,nt,nt,2,2,19,1,-12,-2
COC(=O)c1ccc(NC(=O)C(=O)c2cn(CC(=O)N3CCOCC3)c3ccccc23)cc1,-5,-5,0.1,23,-7,-1,9,-1,-36,-1
Cc1ccc(S(=O)(=O)N(C)C)cc1NC(=O)COC(=O)c1ccc(Cl)cc1,3,-15,-0.6,-4,-2,-1,1,-1,-6,-2
O=C1CC(C(=O)Nc2ccccc2C(=O)O)C(c2ccccc2)O1 (centres undefined),-2,9,0.0,13,2,-3,0,0,-30,-3
O=C(c1ccco1)N1CCN(Cc2cccc3ccccc23)CC1,-5,7,0.6,17,1,26*,14,-1,6,-3
CCSc1ccccc1C(=O)NCc1ccc(S(N)(=O)=O)cc1,-12,-14,-0.3,-4,-1,-3,23,-1,-13,-2
O=C(NCc1cccs1)c1cc2c(s1)CS(=O)(=O)C2,3,10,nt,-6,-3,-4,20,-3,-33,0
CC1CCC(C(C)C)C(OC(=O)CSc2nc(N)cc(=O)[nH]2)C1 (centres undefined),1,-7,0.0,19,3,7,15,4,-16,-2
COc1ccc(-c2cc(C(=O)N3CCC3)c3ccccc3n2)cc1OC,-4,-4,-0.3,20,nt,nt,1,1,nt,0
Cc1c(-c2ccccc2)[n+](=O)c(-c2ccc(Br)cc2)c(C)n1[O-],2,8,1.5,-102,3,0,13,-1,-34,-2
CCNC(=S)N/N=C/c1cccc(C)c1,3,-6,2.4,-39,2,0,10,1,-26,-2
[N-]=[N+]=NCC/C=C\C1NS(=O)(=O)OCC1O (centres undefined),-2,24,0.1,-24,-3,3,20,1,-29,0
CC(C)c1ccc(S(=O)(=O)N2CCN(C(=S)NCc3ccco3)CC2)cc1,19,26,-0.5,0,-3,-11,-96*,6,-3,1
CCOC(=O)N1CCC(n2c(SCC(=O)NCCC3=CCCCC3)nc3ccccc3c2=O)CC1,8,18,0.1,32,3,3,2,3,-51,-1
C/C(=N\NC(=O)COc1ccc(C)cc1C(C)C)c1ccc(-n2ccnc2)cc1,-3,-5,1.2,-53,-6,2,41,3,-21,-3
Cc1ccc(-c2c3c(=O)n(C)c(=O)n(C)c3cn2CCCN2CCOCC2)cc1,nt,nt,0.0,21,-3,-6,22,-3,-15,1
COc1cccc(CN2CCSCC2)c1OC,-4,-10,-0.1,3,-1,4,17,2,-2,0
COc1ccc(-c2csc(-c3cc4ccccc4oc3=N)n2)cc1,-4,-7,-0.3,-47,-3,-5,22,0,-14,3
Cc1cc([N+](=O)[O-])ccc1NCc1ccc2c(c1)OCCO2,4,14,4.5,-43,-3,-2,10,1,-19,-1
COc1ccc(OC(C)C(=O)N2CCC(C)CC2)cc1 (centres undefined),-66*,-73,-0.1,-7,0,0,9,2,-37,0
FC(F)(F)c1ccc(C2[C@H]3CN(Cc4cccnc4)[C@H](c4ccccc4)C34CC2(c2cccnc2)C4)cc1 (some centres undefined),0,2,-0.3,-11,nt,nt,20,-2,nt,-1
COc1ccc(C(=O)N2CCC(C(=O)c3c(C)cc(C)cc3C)CC2)cc1,-5,-6,-0.4,-13,3,11,11,5,0,5
O=C(COc1ccccc1-c1ccccc1)Nc1ccc(S(=O)(=O)NCc2ccco2)cc1,25,38,-1.2,17,6,-1,-3,1,-22,1
Cc1c(C(=O)O)nnn1-c1nonc1N,-5,1,-0.8,2,4,-2,-3,-1,2,7
# Other entries follow.
SMILES,HSF1 inh,HSF1 activator,HIF act,aSyn UTR inh,HSP90 refold inh,IEC-6 cytotox,AI-2 QS mod,GSK3B inh,KLF5 inhibitor,GSK3A inh
C#CCSc1nnc(-c2ccc(OC)cc2)o1,37,66*,-35,-266,3,1,11,-5,-164,1
O=C(CN(c1ccc2c(c1)OCCO2)S(=O)(=O)c1ccccc1)N1CCN(Cc2ccccc2)CC1,-9,-7,-0.9,-22,-4,-4,15,-2,-4,1
CC(C)(C)c1ccc(OCCOc2ccc(C(C)(C)C)cc2NC=O)c(NC=O)c1,25,37,-13,3,-2,6,36,1,-15,0
O=C(C1CC(=O)N(c2ccccc2)C1)N1CCCCCC1 (centres undefined),7,9,0.3,-14,2,2,10,0,-59,1
CS(=O)(=O)c1ccc(C(=O)OCC(=O)N(CCc2ccccc2)Cc2ccccc2)cc1,1,-1,-0.4,9,nt,nt,18,1,nt,-2
O=C(c1cccnc1)c1ncc(C(F)(F)F)cc1Cl,5,18,0.2,-4,-6,-5,12,2,-2,-2
CCn1cnc2c1c(=O)n(Cc1cccc(Br)c1)c(=O)n2Cc1ccccc1,12,36,-21,31,-1,-2,14,3,-10,0
CCn1c(=NC(=O)CCS(=O)(=O)c2ccccc2)sc2cccc(OC)c21,13,17,0.2,-5,-1,5,5,-3,-22,0
CCn1c(=N)c(S(=O)(=O)c2ccc(F)cc2)cc2c(=O)n3ccccc3nc21,-4,-8,0.5,19,4,-1,13,0,-21,nt
Cc1cc(C(=O)NC2CCCc3c2cnn3-c2ccccc2F)nc(C)n1 (centres undefined),1,4,0.0,6,-1,-2,24,33,-22,5
O=C(CN1CCN(c2ccc([N+](=O)[O-])cc2)CC1)Nc1nccs1,4,-4,-0.4,15,-1,-2,14,5,-12,nt
N#Cc1cc(-c2ccccc2)[nH]c1-c1nccc2ccccc12,-5,-2,-0.2,-6,3,7,37,-3,-19,0
COc1cccc(CN2CCNC(=O)C2CC(=O)NC2Cc3ccccc3C2)c1 (centres undefined),2,1,-0.2,2,1,2,13,0,-6,-1
Cc1c(C(=O)NCc2ccc3c(c2)OCO3)oc2ccc(Br)cc12,-7,12,0.4,7,2,-1,15,-1,-9,0
O=C(CC(Nc1ccccc1)c1ccccc1)C1CC1 (centres undefined),-2,-6,0.1,-3,4,6,9,1,5,-3
NC(=O)C1CCCN1S(=O)(=O)c1ccc2ccccc2c1 (centres undefined),10,13,-0.2,13,4,-6,55,2,-71,-3
CCCCNC(=O)CN1C(=O)COc2ccc(S(=O)(=O)N3CCCCCC3)cc21,18,15,46*,-4,0,-2,-2,1,-8,1
Cc1cccc(C)c1NC(=O)CN(C)C(=O)c1ccc(N2C(=O)CCC2=O)cc1,-7,-9,-0.1,2,nt,nt,17,0,nt,0
Cc1ccc(OCc2ccc(C(=O)O)o2)c([N+](=O)[O-])c1,0,-7,0.0,-16,20*,-2,20,0,-23,-3
Cc1ccc(CNC(=O)C(=O)NCCC2CCCCN2S(=O)(=O)c2ccc(C)cc2)cc1 (centres undefined),-3,-1,1.6,27,nt,nt,38,0,nt,0
O=C(O)c1ccc(-c2nnc(-c3cccc(Br)c3)o2)cc1,5,21,-22,-202,-3,7,7,0,-135,-2
CC(=O)Nc1ccc(S(=O)(=O)Nc2ccccc2C(=O)N2CCCCC2)cc1,-6,-9,0.9,0,-2,-6,18,1,9,2
O=C(Nc1nc2c(Cl)c(Cl)ccc2s1)C1CC1,3,22,0.2,-38,-6,-2,24,-4,-7,-1
O=C1CCc2cc(S(=O)(=O)N3CCN(c4ccccc4F)CC3)ccc2N1,-4,10,0.3,-39,5,0,1,0,-30,-3
O=c1c([N+](=O)[O-])cccn1Cc1ccccc1Cl,-8,4,-0.6,16,-5,-2,1,0,-20,1
# Additional results:
SMILES,HSF1 inh,HSF1 activator,HIF act,aSyn UTR inh,HSP90 refold inh,IEC-6 cytotox,AI-2 QS mod,GSK3B inh,KLF5 inhibitor,GSK3A inh
CC(C)C(c1nnnn1Cc1ccco1)N1CCN(c2cccc(Cl)c2)CC1 (centres undefined),-2,25,-7.4,17,0,9,12,2,18,2
Cc1ccc(S(=O)(=O)N2CCCN(c3nc4cc(C)ccc4cc3C#N)CC2)cc1,1,3,0.3,12,-2,6,6,-2,-13,1
Cc1c(Cc2ccccc2)sc(N)c1C(N)=O,3,9,-0.4,14,1,-2,39,-1,-3,1
OCCC#Cc1ccc(CN2CCN(C3CCCCC3)C(CCO)C2)cc1 (centres undefined),0,10,-0.3,0,-3,2,33,1,-9,-1
Cc1onc(-c2c(Cl)cccc2Cl)c1NC(=O)N1CCSCC1,4,4,-0.4,-6,-1,2,9,-1,0,1
Cc1nc(-c2cccnc2)sc1C(=O)Nc1ccc(F)cc1F,3,14,0.0,-15,-6,2,8,1,-65,-2
CCCCCCOC(=O)c1ccc(N)cc1,9,8,2.6,-114,-5,5,-59,0,-72,-4
O=C(CSc1nc2cc(Cl)ccc2s1)NCc1ccc2c(c1)OCO2,-1,23,0.0,-5,4,-5,1,2,-20,3
CCOC(=O)C1=C(CS(=O)(=O)c2ccc(F)c(C)c2)NC(=O)NC1c1ccc(O)c(O)c1 (centres undefined),2,19,-0.2,12,0,-4,-4,3,-28,-3
CCCc1cc(C(=O)OC)c(NC(=O)CCCC(=O)O)s1,0,-12,-0.4,10,2,6,23,-3,-15,-2
Cc1ccn2cc(-c3cccc(NC(=O)CCC(=O)O)c3)nc2c1,-4,4,-5.1,6,7,5,16,2,-2,-1
Cn1ccnc1Sc1nnnn1-c1ccccc1,1,33,-0.4,-14,3,-2,21,0,-5,-1
Cc1sc(NC(=O)Cn2cnnn2)nc1-c1ccc(Cl)cc1,-1,4,0.4,1,4,2,34,3,-30,-4
Cc1ccc(/C=C2\SC(=S)N(NS(=O)(=O)c3ccc(C)cc3)C2=O)cc1,4,11,-3.3,-2,-1,-4,47,8,-26,-4
NC1=NC(=O)C2(COC(c3ccncc3)OC2)S1 (centres undefined),1,-4,-0.1,6,-3,-6,25,0,-33,2
O=C(CSc1nc2c(cnn2-c2ccc(F)cc2)c(=O)[nH]1)N1CCCCC1,-6,-4,-0.1,17,-2,-2,25,6,7,-1
Cc1ccc(C)c(OCCCC(=O)O)c1,11,11,0.0,18,1,4,13,-1,-54,-1
CC1(C)Cc2c(sc(NC(=O)C(=O)N3CCCCC3)c2C(N)=O)CO1,3,-1,0.2,4,3,5,-1,0,-5,2

# High-throughput results as filed in PubChem BioAssay.
